MKP-1 inh = inhibitors of human MKP-1 phosphatase; AID 374; P28562; hit rate 0.15% among 65,000; inhibition, %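 (compounds tested at a single concentration somewhere between 10 and 100 µM)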; recombinant MKP-1, OMFP hydrolysis fluorescence;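 active = inhibition above about 50%, limit read from the data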;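 note: 0% = DMSO max control wells and 100% = wells with enzyme stopped by NaOH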
Target sequence (P28562 whole entry, looked up): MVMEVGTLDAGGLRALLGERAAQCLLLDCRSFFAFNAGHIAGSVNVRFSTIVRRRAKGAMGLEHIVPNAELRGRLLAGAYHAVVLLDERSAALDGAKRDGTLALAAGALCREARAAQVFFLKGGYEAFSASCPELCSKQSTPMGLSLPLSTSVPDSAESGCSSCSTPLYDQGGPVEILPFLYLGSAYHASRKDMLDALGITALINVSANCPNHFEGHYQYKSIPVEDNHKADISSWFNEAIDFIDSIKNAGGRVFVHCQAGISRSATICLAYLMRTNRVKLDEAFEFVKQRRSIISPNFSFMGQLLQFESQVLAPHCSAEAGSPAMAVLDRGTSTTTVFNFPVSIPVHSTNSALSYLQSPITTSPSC
FXIIa inh mix = factor XIIa (human) inhibition, mixture screen. P00748. purified FXIIa, fluorogenic substrate, pooled mixtures. inhibition, % at 5 µM. hit rate 0.2% among 62,000. AID 684;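 note: 0% = enzyme without compound and 100% = no enzyme blank; some results filed as inactive read as strong as hits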
Target sequence (P00748 20-372 limits assumed): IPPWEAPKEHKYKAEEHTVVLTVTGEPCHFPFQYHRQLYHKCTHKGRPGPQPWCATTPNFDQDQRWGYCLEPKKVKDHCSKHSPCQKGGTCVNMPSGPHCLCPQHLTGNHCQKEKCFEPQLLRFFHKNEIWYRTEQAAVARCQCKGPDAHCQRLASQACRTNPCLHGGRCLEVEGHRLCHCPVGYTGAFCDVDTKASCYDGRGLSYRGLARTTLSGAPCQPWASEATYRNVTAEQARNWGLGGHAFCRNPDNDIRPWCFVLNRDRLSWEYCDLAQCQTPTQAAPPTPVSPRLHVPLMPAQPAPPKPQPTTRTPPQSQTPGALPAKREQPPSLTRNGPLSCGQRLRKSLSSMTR
Target sequence (P00748 373-615 limits assumed): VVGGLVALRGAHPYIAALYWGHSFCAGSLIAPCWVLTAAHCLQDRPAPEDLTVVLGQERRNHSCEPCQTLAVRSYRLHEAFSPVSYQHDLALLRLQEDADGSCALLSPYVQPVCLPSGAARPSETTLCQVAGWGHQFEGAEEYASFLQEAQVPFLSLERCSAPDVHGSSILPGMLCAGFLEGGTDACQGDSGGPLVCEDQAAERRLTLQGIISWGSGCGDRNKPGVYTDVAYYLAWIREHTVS
CatL inh = blocks human cathepsin L protease activity | P07711 | purified cathepsin L, fluorogenic substrate, fluorescence | inhibition, %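 (tested at 10 µM)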 | hit rate 0.17% among 58,000; in the data active = inhibition above about 45%;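 note: 0% = enzyme with no compound and 100% = no enzyme blank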
FXIa inh mix = blocks human factor XIa in pooled compound mixtures; hit rate 0.19% among 62,000; P03951; inhibition, % at 5 µM; purified FXIa, fluorogenic substrate;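 note: each value is inhibition by a whole ten-compound pool holding the compound; 0% = enzyme with no mixture and 100% = wells lacking enzyme; strong numbers were not always called active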
C1s block = blocks human complement C1s protease activity. P09871. purified C1s, fluorogenic AMC substrate, pooled mixtures. mean inhibition % of two 10-compound mixtures (hits give high values), % at 5 µM (by protocol). hit rate 0.16% among 62,000. AID 538;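 active = inhibition above 20% in each of the two 10-compound mixture wells holding the compound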;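 note: 0% = enzyme wells lacking compound mixture and 100% = no-enzyme blank wells; some compounds called inactive have numbers as strong as hits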
5HT1a ag = agonists of human 5-HT1a serotonin receptor | activation, % at 10 µM | P08908 | hit rate 0.56% among 65,000 | CHO 5-HT1a Ga15 NFAT-bla reporter, FRET ratio; 0% basal, 100% maximal reference agonist;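 active = activation above the screen-wide mean activation plus 3 SD, cut at about 19% in these data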;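 note: 0% = DMSO wells and 100% = 5-CT at EC100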
Hsp90 inh = displaces geldanamycin probe from tumor Hsp90; P07900; NCI-N417 lysate Hsp90, Cy3B-geldanamycin FP displacement; inhibition, % at 30 µM; hit rate 0.35% among 64,000;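 active = inhibition above 50%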;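 note: 0% = tracer plus lysate wells and 100% = tracer alone without lysate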
Cathepsin G inh = cathepsin G (human) inhibition; purified enzyme, AMC-tetrapeptide fluorescence, pooled mixtures; inhibition, % at 5 µM (by protocol); hit rate 0.2% among 62,000; AID 581;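 active = inhibition above 20% in each of the two mixture wells holding the compound; inactive = inhibition of 20% or less in either well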;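 note: 0% = enzyme control without mixture and 100% = blank lacking enzyme; strong numbers were not always called active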
Cdc25B block = human M-phase inducer phosphatase 2 inhibition; inhibition, %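 (compounds tested at 10 µM final in the well)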; recombinant Cdc25B, OMFP fluorescence Ex485/Em525; P30305; hit rate 0.1% among 65,000; in the data active = inhibition above about 50%
Starred values were filed as active, the others as inactive; nt = not tested or not shown. Cut-off read from the data, not from the text of the source, unless noted: active = inhibition above about 20% (passing the limit was not always enough); inactive = the rest.

SMILES,MKP-1 inh,Cdc25B block,CatL inh,C1s block,5HT1a ag,FXIIa inh mix,Cathepsin G inh,FXIa inh mix,Hsp90 inh
Cc1ccc(NC2=NC(c3ccco3)n3c(nc(C)cc3=O)N2)c(C)c1 (configuration not stated),15,9,7,-79,-4.5,10,-10,-15,-2
O=C(CCn1c(=O)oc2ccccc21)N1CCN(c2ccc(F)cc2)CC1,9,-6,nt,19,-1.1,-30,11,9,-2
O=C(NCCO)c1ccc(Cl)c(Cl)c1,-4,-10,4,11,-1.0,7,8,5,1
CC1CCN(c2nc3ccc(C(=O)O)cc3s2)CC1,24,-6,-3,-1,-1.8,-18,-2,1,3
COc1ccc(CCCc2nnc(SCC(=O)Nc3nc(C)cs3)n2C)cc1C,9,-7,26,13,-0.4,10,8,3,0
CCOC(=O)c1ccc(Nc2ncnc3c2cnn3C)cc1,-14,5,15,1,0.3,1,9,-4,0
CCSCc1nnc(SCC(=O)c2ccc(OC)cc2)n1C,0,-7,-1,-37,0.9,3,-11,9,3
N#Cc1nc(N2CCCCC2)nc(N2CCOCC2)n1,3,-20,58*,-40,-1.1,8,14,-2,-3

Going on with the list:
SMILES,MKP-1 inh,Cdc25B block,CatL inh,C1s block,5HT1a ag,FXIIa inh mix,Cathepsin G inh,FXIa inh mix,Hsp90 inh
CCC(C)NC(=O)CSC1=Nc2ccccc2C2=NC(CC(=O)NCc3ccc(F)cc3)C(=O)N12 (configuration not stated),14,-14,nt,-1,-1.4,6,7,1,1
COc1ccc(CCNC(=O)c2[nH]c(C)c(C(C)=O)c2C)cc1OC,-3,9,-6,18,-2.5,5,10,8,-3
CC(CCN(C)C)OC(=O)c1ccc(C(C)c2ccccc2)o1 (configuration not stated),19,0,0,8,-1.4,-5,9,6,-2
CCN(C(=O)Cc1cccs1)c1nnc(-c2cccnc2)s1,-9,2,25,-5,0.5,5,-6,2,-7
O=C(NCCN1C(=O)CSC1=O)C1CC(=O)N(c2ccccc2)C1 (configuration not stated),6,-8,-14,-21,-3.2,2,7,0,-7
O=C1c2oc3ccccc3c(=O)c2C(c2ccc(Br)cc2)N1c1ncccn1 (configuration not stated),-14,1,nt,9,-1.2,3,8,6,-7
COc1ccccc1OCc1nc(C#N)c(N2CC(C)CC(C)C2)o1 (configuration not stated),3,-10,nt,-9,-1.0,-4,-2,6,2
CCCCOCCCNS(=O)(=O)Cc1ccccc1,1,5,nt,25,-2.7,1,7,12,-8

(continued)
SMILES,MKP-1 inh,Cdc25B block,CatL inh,C1s block,5HT1a ag,FXIIa inh mix,Cathepsin G inh,FXIa inh mix,Hsp90 inh
CC(C)C1(C)C(=O)N=C2c3ccccc3C(=O)N21 (configuration not stated),23,6,2,3,-1.4,1,-2,6,-1
CCOC(=O)c1sc(NC(=O)CSc2nnc(-c3ccc(OC)cc3)n2CCOC)nc1C,23,-2,-6,12,-1.1,7,9,7,85*
Cc1cc(C)n(Cc2ccc(F)cc2)c(=O)c1C#N,31,-8,4,-6,0.0,-3,0,-1,-1
CCC(=O)Nc1cc2nn(-c3ccccc3)nc2cc1Cl,-3,-20,-71,1,-2.6,3,9,-2,-2
CCCCC(=O)Nc1ccc(NC(=O)C2CC2)nc1,9,-1,8,-1,-2.4,7,10,1,4
CC(=O)Nc1nc2ccc(-c3nc4ccccc4o3)cc2s1,19,-6,nt,-8,-1.7,-21,-2,-1,-1
CC1(C)CCCC2=C1CC1C(=O)N(Cc3cccnc3)C(=O)C1C2 (configuration not stated),7,1,5,15,-0.5,-21,9,1,0
O=C(Cn1cccc1)NC1CCCCCC1,5,-16,-9,2,-3.5,1,9,3,-5

Continuation.
SMILES,MKP-1 inh,Cdc25B block,CatL inh,C1s block,5HT1a ag,FXIIa inh mix,Cathepsin G inh,FXIa inh mix,Hsp90 inh
Cc1cccc(C(=O)N(C)c2nnc(-c3ccncc3)s2)c1,-5,-15,19,-25,2.6,-6,-7,-8,-2
Cc1nn(-c2ccccc2)c(C)c1C(=O)Nc1nnc(-c2ccco2)o1,-1,1,-4,-6,-0.6,0,10,9,7
CC1=C(C(=O)OC(C)C)C(c2cccc(F)c2)n2ncnc2N1 (configuration not stated),-4,-4,15,-18,-1.9,6,-11,1,-4
c1cc(N2CCCC2)ccc1C(c1nnnn1C1CCCCC1)N1CCOCC1 (configuration not stated),1,-6,9,3,2.6,10,-6,8,-3
O=C(CCS(=O)(=O)c1cccs1)Nc1ccc(C(=O)NCc2cccs2)cc1,-3,1,-1,-43,-1.6,3,2,9,3
c1ccc2sc(NC3=NCN(Cc4ccc5c(c4)OCO5)CN3)nc2c1,12,5,-2,-6,-2.9,3,0,9,2
CCC(C)NC(=O)C1CCCN(C(=O)Nc2ccc(F)cc2)C1 (configuration not stated),5,-9,12,-55,-5.1,5,-4,-4,-2
CCc1nc(C)cn1S(=O)(=O)c1cc(C)c(OC)cc1C,-1,-6,4,12,-1.6,13,8,8,-3

Additional entries follow.
SMILES,MKP-1 inh,Cdc25B block,CatL inh,C1s block,5HT1a ag,FXIIa inh mix,Cathepsin G inh,FXIa inh mix,Hsp90 inh
C(=N\n1cnnc1)/c1cccc2ccccc12,-19,3,0,-10,-1.2,-3,-12,5,-5
OCc1cn(-c2ccccc2)nc1-c1ccc2c(c1)OCCO2,-2,-1,7,4,-8.3,12,11,0,-1
c1ccc(CNc2nc3ccccc3n3cnnc23)nc1,4,-16,20,-25,-3.5,5,2,5,-2
O=C1CCc2cc(S(=O)(=O)N3CCCC3C(=O)N3CCN(c4ccccc4F)CC3)ccc2N1 (configuration not stated),11,-1,-8,-210,-1.5,-3,-18,-27,-4
Cc1ccc(C)n1-c1ccc(N2CCOCC2)cc1,-6,4,6,12,0.2,10,12,4,3
CCOc1cccc(=O)c2c(C)n(CC3CCCO3)c(C)c12 (configuration not stated),13,5,0,-25,1.4,2,-10,-1,-7
Cc1ccc(OCc2nnc(SCC(=O)C(C)(C)C)n2Cc2ccco2)cc1,-19,-1,-6,12,-0.6,-3,12,5,-2
CCCCOc1ccc(S(=O)(=O)Nc2cccnc2)cc1,9,-17,3,6,-3.7,-2,10,3,-2

Arranged by value in FXIa inh mix (rising): 3 from the list above
SMILES | FXIa inh mix
CCC(C)NC(=O)C1CCCN(C(=O)Nc2ccc(F)cc2)C1 (configuration not stated) | -4
N#Cc1nc(N2CCCCC2)nc(N2CCOCC2)n1 | -2
COc1ccccc1OCc1nc(C#N)c(N2CC(C)CC(C)C2)o1 (configuration not stated) | 6

Continuation:
SMILES,MKP-1 inh,Cdc25B block,CatL inh,C1s block,5HT1a ag,FXIIa inh mix,Cathepsin G inh,FXIa inh mix,Hsp90 inh
CSc1nnc2c(n1)OC(c1cccn1C)N(C(C)=O)c1ccccc1-2 (configuration not stated),6,-11,23,8,-2.8,6,6,-4,-2
Cc1ccc(OS(=O)Nc2cccc3nccnc23)cc1 (configuration not stated),1,-8,1,1,-3.6,-2,0,13,-6
Cc1csc2nc(CNC(=O)C3CCCCC3)cn12,4,-19,nt,-14,-2.6,11,3,11,-5
COc1ccc(-c2nc(CS(=O)CC(=O)NCCC3=CCCCC3)c(C)o2)cc1 (configuration not stated),5,-12,13,1,-1.3,-13,-1,7,-1
CC(C(=O)N1CCCCC1)n1ncn2cccc2c1=O (configuration not stated),8,4,11,10,-4.2,2,10,3,-4
Cn1nc(-c2ccc(Cl)cc2)c2cc(C(=O)NCc3ccco3)sc21,5,6,-11,11,-2.1,9,8,6,-8
Cc1cc(F)c(F)c(C(=O)NC2CC2)c1Cl,1,-3,0,22,-1.8,3,10,6,0
C/C(Cl)=C\Cn1c(Nc2ccc(C)cc2)nc2c1c(=O)n(C)c(=O)n2C,6,-8,6,8,1.4,15,15,7,1

Next section:
SMILES,MKP-1 inh,Cdc25B block,CatL inh,C1s block,5HT1a ag,FXIIa inh mix,Cathepsin G inh,FXIa inh mix,Hsp90 inh
CSc1nc2sc3c(c2c2nncn12)CCC3,-12,6,5,nt,-1.8,nt,nt,nt,-8
O=C(Cn1c(=O)sc2ccccc21)Nc1ccc2c(c1)OCCO2,5,-18,nt,3,0.1,5,1,8,nt
N#Cc1c(N)nc2c(c1-c1ccc3c(c1)OCO3)CCCCCC2,6,-1,-8,3,7.7,0,-2,10,nt
N#Cc1ccccc1NC(=O)CSc1nnc(-c2ccccc2O)n1-c1ccccc1,1,-5,-3,-39,-1.6,-17,-6,3,-1
Cc1ccc(-n2ncc3c(=O)n(CC(=O)NC4CCCCC4)cnc32)cc1C,12,-10,-3,-14,-2.1,3,-2,-23,0
COc1ccc2c(c1OC)C(=O)N1c3ccccc3COC21 (configuration not stated),-5,-9,1,-10,1.1,-3,0,4,-3
COC(=O)CSc1nnc(CNC(=O)c2ccc(S(=O)(=O)N3CCCCC3)cc2)n1C,-15,3,10,15,-2.2,3,15,39,-3
CC(C)Cc1nnc(NS(=O)(=O)c2ccc(Cl)cc2)s1,10,-18,-6,-1,-0.2,9,35,10,-3

Other structures
SMILES,MKP-1 inh,Cdc25B block,CatL inh,C1s block,5HT1a ag,FXIIa inh mix,Cathepsin G inh,FXIa inh mix,Hsp90 inh
COc1cccc2c1NC(C(=O)O)C1CC=CC21 (configuration not stated),42,51*,-5,16,1.5,6,10,9,-26
Cc1c(C(=O)NCCC2=CCCCC2)oc2ccc(S(=O)(=O)N3CCOCC3)cc12,11,-7,-5,-3,4.4,8,-2,6,nt
Cc1noc(NS(=O)(=O)c2ccc(NC(=O)C34CCC(CC3)C4)cc2)c1C,-5,-3,13,2,0.7,3,5,-7,-4
C=CCSC1=C(C#N)C(c2ccc(C(C)C)cc2)CC(=O)N1 (configuration not stated),2,-4,-2,-1,-1.9,10,-2,-4,-2
CCCCOc1ccc(-c2nnc(N)s2)cc1,-11,-4,3,-36,0.9,4,-8,4,0
Cc1nnc(SCC(=O)N2CCCCC2)s1,-9,-9,-3,0,-2.5,8,8,-3,-12
CCOc1cccc(/C(O)=C2/C(=O)C(=O)N(CCOC)C2c2ccc(C)o2)c1 (configuration not stated),4,-3,38,17,-0.5,0,9,3,-7
COc1ccc(CNc2nc3nc(C)c(Cl)c(=O)n3[nH]2)cc1OC,-19,1,4,10,-0.9,-2,4,5,1

Other structures:
SMILES,MKP-1 inh,Cdc25B block,CatL inh,C1s block,5HT1a ag,FXIIa inh mix,Cathepsin G inh,FXIa inh mix,Hsp90 inh
Cc1ccc(N(C(=O)Cn2nnc3ccccc32)C(C(=O)NCc2ccco2)c2ccc(C)o2)cc1 (configuration not stated),34,6,-5,11,-1.5,5,9,7,-5
CC1CCc2nn(CC(=O)NCCN3CCCCC3C)cc2C1 (configuration not stated),0,-2,-6,1,-5.5,-2,6,13,-3
CCCc1nnc(SCC(=O)Nc2ccc(OC)cc2)n1N,4,-4,18,-30,2.0,8,3,-7,-2
c1ccc(-c2csc3ncn4nnnc4c23)cc1,3,2,11,2,-0.8,9,0,5,-2
O=C(Cc1ccccc1)Nc1nc2ccccc2[nH]1,16,0,2,9,-0.3,3,11,11,-2
